TGFb inhibitor = TGF-b pathway inhibition. HepG2 CAGA-GFP TGF-b/SMAD3 reporter, GFP fluorescence, 18 h; TGF-beta stimulated, 500 pg/mL final. Potency, µM (titrated, usually from 46.1 µM), for inactives: at the highest dose activity, negative = inhibition, actives largely listed as inhibitors. 1.2% of 410,000 active; also: potency is read from the fitted curve at half-maximal effect; % is scaled to controls: 0 for no effect and ±100 for the full control effect; nearly all actives have a fitted effect of over 65% in size
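HEPG2 CAGA-GFP cells (1000/well, DMEM with 1% FBS) were pre-incubated 2 h at 37 degrees C, given compound by pin tool, then stimulated with TGF-beta at 500 pg/mL final for 18 h before per-cell GFP fluorescence imaging.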
ATXN2 expr inh = reduces ATXN2 reporter expression in HEK-293 cells | HEK-293 ATXN2-luciferase reporter, luminescence, 24 h | Potency, µM (top dose mostly 57 µM), for inactives: top-dose activity change, negative = inhibition, usual class: inhibitors | 0.72% of 360,000 active | AID 1745845; also: potency is read from the fitted curve at half-maximal effect; % is scaled to controls: 0 for no effect and ±100 for the full control effect; nearly all actives have a fitted effect of over 55% in size
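qHTS (up to 57 uM final) was run with 24 h compound exposure of reporter cells at 37 °C. Each well was multiplexed: SteadyGlo luminescence measured ATXN2-luciferase expression after a fluorogenic Gly-Phe-AFC viability readout (25 uM final).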
S2 tox = reduces viability in counter-screen for ATXN expression inhibitors. S2 cells (HEK-293 line with an ATXN2-luciferase reporter) viability, CellTiter-Fluor protease fluorescence, 24 h. Potency, µM (series often up to 56.7 µM), usual class: cytotoxic. 0.49% of 400,000 active; also: potency is read from the fitted curve at half-maximal effect; nearly all actives have a fitted effect of over 40% in size
IL-2 act = activators of IL-2 | activation, % (series mostly up to about 46 µM) | IL-2 activation reporter assay, cell-based qHTS; stimulated with anti-CD3/CD4/CD28 beads; in transgenic mouse T cells | 0.065% of 360,000 active | AID 652025; in the data active = activation above about 50%; inconclusive = mostly about 30% to 49%; also: 0% is about no effect
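Screening format: compound pinned onto unstimulated transgenic mouse T cells, 60 min incubation, then anti-CD3/anti-CD4/anti-CD28 bead stimulation for 18 hours at 37 degrees C, followed by EGFP and DsRed detection.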
Nrf2 ARE act = activates Nrf2 signaling; AREc32 ARE-luciferase reporter (MCF7-derived line), luminescence, 24 h; Potency, µM (highest dose often 46.1 µM), inactives show top-dose activation, hits mostly activators; 0.31% of 410,000 active; AID 624171; also: potency is read from the fitted curve at half-maximal effect; % of control where 0% means no effect; nearly all actives have a fitted effect of over 65% in size
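Quantitative high-throughput format: AREc32 reporter cells, 1000 per well, received compound by pin transfer and were incubated 24 hr at 37 deg C, 5% CO2, before Steady-Glo luminescence detection.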
EPAC2 ag = agonists of human EPAC2 (RAPGEF4). Potency, µM (highest dose often 154 µM), for the others: at the highest dose activation, actives largely listed as activators. 0.079% of 360,000 active. Q8WZA2. EPAC2 activation, biochemical qHTS; response scale: 100% = 6.5 mM cAMP response. AID 720711; also: potency is read from the fitted curve at half-maximal effect; nearly all actives have a fitted effect of over 50% in size
Target sequence (Q8WZA2 whole entry, looked up): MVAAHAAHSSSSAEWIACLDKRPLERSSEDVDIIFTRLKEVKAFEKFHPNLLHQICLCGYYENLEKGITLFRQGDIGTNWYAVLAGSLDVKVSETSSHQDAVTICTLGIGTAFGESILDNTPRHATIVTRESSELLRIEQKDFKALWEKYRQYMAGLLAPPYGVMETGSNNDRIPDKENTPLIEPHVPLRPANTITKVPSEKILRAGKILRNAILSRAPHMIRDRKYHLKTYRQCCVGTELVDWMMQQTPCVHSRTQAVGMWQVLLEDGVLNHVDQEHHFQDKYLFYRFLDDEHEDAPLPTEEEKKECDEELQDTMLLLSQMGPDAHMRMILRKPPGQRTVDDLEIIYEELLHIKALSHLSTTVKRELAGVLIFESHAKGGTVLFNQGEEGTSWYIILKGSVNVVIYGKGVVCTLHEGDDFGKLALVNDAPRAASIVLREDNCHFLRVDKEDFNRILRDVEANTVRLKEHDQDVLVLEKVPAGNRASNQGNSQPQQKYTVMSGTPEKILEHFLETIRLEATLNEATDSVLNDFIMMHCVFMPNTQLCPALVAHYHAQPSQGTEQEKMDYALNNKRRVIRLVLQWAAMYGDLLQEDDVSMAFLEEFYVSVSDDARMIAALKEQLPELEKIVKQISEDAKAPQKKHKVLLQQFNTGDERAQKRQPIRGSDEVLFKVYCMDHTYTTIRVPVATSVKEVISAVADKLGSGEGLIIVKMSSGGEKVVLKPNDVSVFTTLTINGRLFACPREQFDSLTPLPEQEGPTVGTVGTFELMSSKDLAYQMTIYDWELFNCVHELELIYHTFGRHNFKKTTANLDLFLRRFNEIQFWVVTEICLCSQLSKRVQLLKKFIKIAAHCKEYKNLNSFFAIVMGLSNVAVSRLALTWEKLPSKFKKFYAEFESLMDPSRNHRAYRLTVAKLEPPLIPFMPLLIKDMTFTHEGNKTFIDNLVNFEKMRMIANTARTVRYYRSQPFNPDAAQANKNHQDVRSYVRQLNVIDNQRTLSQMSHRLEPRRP
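Nucleotide exchange monitored as fluorescence drop when BODIPY-GDP leaves Rap1B. Reaction: 100 nM EPAC2, 250 nM RAP1B-BODIPY-GDP, 50 uM GDP, room temperature, kinetic read over 30 min. Activity expressed relative to 6.5 mM cAMP.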
A549 viability = counter-screen for Nrf2 inhibitors: cytotoxicity in A549 cells. A549 ARE-Fluc cells, CellTiter-Fluor viability, 18-24 h. Potency, µM (top dose mostly 46 µM), for the others: at the highest dose activity change, negative = cytotoxicity, hits mostly inhibitors. 0.16% of 390,000 active. AID 504648; also: potency is read from the fitted curve at half-maximal effect; % is scaled to controls: 0 for no effect and ±100 for the full control effect
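A549 ARE_Fluc cells in 5% FBS OPTI-MEM were exposed to compounds in concentration-response for 18-24 h at 37 deg C. Viability was read by CellTiter-Fluor fluorescence (Ex 405/Em 525) after 30 min, before the luciferase read.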
Nrf2 block = blocks Nrf2 signaling; A549 ARE-Fluc reporter, luciferase luminescence, 18-24 h; Potency, µM (doses to about 46 µM), without a hit: at the top dose activity change, negative = inhibition, hits mostly inhibitors; 2.1% of 360,000 active; also: potency is read from the fitted curve at half-maximal effect; % is scaled to controls: 0 for no effect and ±100 for the full control effect; nearly all actives have a fitted effect of over 60% in size
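A549 ARE_Fluc cells (5000/well, 5% FBS OPTI-MEM) pre-incubated 2 h, then treated with compounds 18-24 h at 37C/5% CO2 in concentration-response. CellTiter-Fluor viability read first; BugLite luciferase luminescence after 15 min at room temperature gives Nrf2 activity.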
HepG2 tox = kills HepG2 cells in TGF-b inhibitor counter-screen; AID 588856; HepG2 CAGA-GFP viability, ATP luminescence, 18 h; Potency, µM (doses to about 46.1 µM), for the others: top-dose activity change, negative = cytotoxicity, most hits filed as cytotoxic; 0.76% of 410,000 active; also: potency is read from the fitted curve at half-maximal effect; some results filed as inactive show a strong effect at the top dose
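HepG2 CAGA-GFP cells (1000/well, DMEM with 1% FBS) received compound, then TGF-beta at 500 pg/mL final, and were incubated 18 hours at 37 degrees C. Viability was read by CellTiter-Glo luminescence. Media-only wells were set as complete cell-killing and DMSO as no toxicity.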
* marks the source's active call; other numbers are inactive results; i = inactive; ? = inconclusive; · = not tested or not shown; [ ] = remark or other dose. Unless noted, calls follow the shape of the dose curve; as a rule, active = well fitted curve in the direction sought with a large enough effect; inconclusive = small, poorly fitted or top-dose-only effect, or another doubt; inactive = no such curve, though single readings can be large; an effect the other way counts as inactive or inconclusive.

SMILES | TGFb inhibitor | ATXN2 expr inh | S2 tox | IL-2 act | Nrf2 ARE act | EPAC2 ag | A549 viability | Nrf2 block | HepG2 tox
COC(=O)CCN1CCC2CC1c1cc(N3CCCCC3)ccc12 (centres undefined) | -2% | 7% | i | -1.4 | 0.5% | 8% | · | · | -17%
COC(=O)[C@H](CC(C)C)NC(=O)NCCC1=CCCCC1 | 10% | 7% | i | -2.9 | 0.4% | -1% | 0% | -9% | 3%
CCc1nn(CCCC(=O)N(C)Cc2ccccc2)c(=O)c2cc3occc3n12 | ? | -16% | i | -3.9 | 0.0% | 1% | 0% | -14% | 7%
Cc1c(C(=O)c2ccccc2)c2ccccn2c1CCc1ccccn1 | ? | -27%[11.3 µM] | i | -1.6 | 2.2% | -2% | -8% | ? | -21%
COc1ccc(CNC(=O)CCc2nnc3n(CC(C)C)c(=O)c4ccccc4n23)cc1 | -12% | · | · | · | 0.2% | · | 2% | -2% | 9%
O=C(Nc1nonc1-c1ccc(Cl)cc1)c1ccco1 | -22% | · | i | 2.5 | ? | 9% | 0% | -22% | -69%
CN1C(=O)Cc2cc(S(=O)(=O)NCc3cccs3)ccc21 | 1% | -8%[11.3 µM] | i | 0.2 | 0.1% | 25% | -14% | ? | 3%
O=C(CN1C(=O)NC2(CCCCC2)C1=O)NCCc1c[nH]c2ccccc12 | 0% | 2% | i | 2.6 | 0.3% | 0% | -2% | 6% | -94%
Cc1noc(C)c1N=Nc1ccc(Br)cc1C(=O)O | -5% | 21% | i | -0.3 | -0.8% | 8% | 10% | 0% | 1%
Cc1ccc2[nH]c3c(c2c1)CCCC3NCCO (centres undefined) | -13% | -10% | · | 0.6 | 2.6% | 4% | 7% | -5% | -10%
CC(NS(=O)(=O)c1ccc(OCC(=O)Nc2cccc([N+](=O)[O-])c2)cc1)c1ccccc1 (centres undefined) | ? | -10% | i | -4.9 | 7.9% | -4% | -4% | ? | -9%
COC(=O)CSc1nnc(CSc2nc(C)cc(C)n2)o1 | -4% | ? | i | -0.1 | 0.0% | 4% | 1% | 3% | 8%
O=C(COC(=O)/C=C/c1ccc(Cl)cc1)NC1CCCCCC1 | -1% | -7% | i | -0.2 | 0.2% | 2% | -2% | -2% | 5%
O=C(COC(=O)c1ccc(Cl)nc1)Nc1ccc2c(c1)OCO2 | 19% | 5% | i | -1.1 | 0.1% | 0% | 0% | -4% | 6%
Cc1cc(C)c(S(=O)(=O)n2ccc3ccccc32)c(C)c1 | -23% | -1% | i | -0.9 | -0.2% | 6% | 6% | -3% | -19%
CCc1ccc2c(c1)C(c1cccs1)=NNC(c1cccnc1)=N2 | -7% | · | · | -1.3 | 0.1% | 10% | -4% | -6% | -25%
Cc1ccc(OCC(=O)Nc2ccc(Cl)c(-c3nc4ncccc4o3)c2)cc1C | 17% | 3% | i | · | -0.1% | · | 8% | · | 13%
Cc1ccc(NC(=O)COC(=O)CCC(=O)c2ccc(C(C)(C)C)cc2)c([N+](=O)[O-])c1 | -2% | 4% | i | -1.6 | 2.1% | -14% | 0% | 15% | -6%
O=C(O)C1=C[C@@H](c2ccccc2)C[C@@H](OCCCCO)O1 | 3% | 4% | i | 0.4 | -0.9% | 7% | -4% | -5% | 7%
CCOC(=O)C1=C[C@@H](C(C)(C)C)N(S(=O)(=O)c2ccccc2C)[C@H]1c1ccc(Cl)cc1 | ? | -18% | i | -0.4 | 4.4% | 8% | · | · | -10%
COc1cc(COc2ccc(-c3nnco3)cc2)ccc1OC(F)F | -8% | 3% | i | -2.2 | 0.3% | -6% | 0% | 4% | 5%
CN(C)S(=O)(=O)c1cccc(NC(=O)Cc2ccc(-c3ccccc3)cc2)c1 | ? | -16% | i | -3.7 | 3.4% | 7% | ? | 13µM* | -20%
O=C(NCCc1cccs1)C1CC(c2ccc([N+](=O)[O-])cc2)=NO1 (centres undefined) | -1% | 3% | i | 0.3 | 3.5% | -3% | 1% | ? | -4%
O=c1[nH]c(C2CCCN(S(=O)(=O)c3ccc(F)cc3)C2)nc2c1nnn2Cc1ccccc1 (centres undefined) | ? | -5% | i | -2.9 | -0.2% | 2% | 14%[1.84 µM] | 6% | -5%
C=CCC12C=C(OC)C(=O)OC(OC)(C1O)[C@H](c1ccc3c(c1)OCO3)[C@H]2C (some centres undefined) | 2% | 0% | i | 0.4 | -0.7% | -11% | -3% | -4% | -2%
COc1ccc(NC(=O)c2ccc(S(=O)(=O)N(C)C)cc2)cc1 | 3% | 8% | i | 0.7 | 1.7% | 6% | -1% | -16% | -2%
O=C(NCC1CCCO1)C1CC(c2ccccc2Cl)=NO1 (centres undefined) | 1% | 4% | i | 1.3 | 0.0% | 1% | -7% | 14% | 3%
NS(=O)(=O)c1ccc(CCNC2CC(=O)N(Cc3ccccc3)C2=O)cc1 (centres undefined) | -12% | -3% | i | -1.0 | 0.1% | 4% | 2% | -5% | -1%
COc1ccccc1C(=O)Nc1ccc(OCC(=O)N2CCCCC2C)cc1 (centres undefined) | -28% | -16% | i | 0.4 | -1.1% | 4% | 0% | ? | -20%
COc1ccc(Cc2nnc(C(=O)NCCCN3CCN(c4ccccc4F)CC3)o2)cc1OC | -9% | -21% | ? | · | 3.6% | · | -2% | ? | -6%
O=C(N/N=C/c1ccc2c(c1)OCO2)c1ccc2c(c1)OCO2 | -28% | 1% | i | -0.9 | -0.1% | 1% | 2% | 20% | -6%
CC(C)C[C@@H](C(=O)NC1CC1)N1C(=O)N2CCc3c([nH]c4ccccc34)[C@@]2(C)C1=O | ? | 5% | i | 2.2 | 6.7% | -5% | 3% | 2% | -10%
COc1ccc2sc(-c3ccc(N(C)C)cc3)c(-c3cnc(OC)nc3)c2c1 | 11% | 35%[activator] | i | 1.6 | 11% | 1% | -9% | ? | -3%
Nc1ccn(CCCN2CCN(Cc3cccc4ccccc34)CC2)c(=O)n1 | 13% | -21% | i | -0.6 | -0.6% | 4% | · | · | -6%
Cc1occc1C(=O)NCCc1ccc(Cl)cc1 | 4% | 47%[activator] | i | 0.5 | 0.0% | 6% | 17% | 8% | 8%
CC1CCN(S(=O)(=O)c2ccc(C(=O)N3CCCCC3C(=O)O)cc2)CC1 (centres undefined) | 0% | 3% | i | -5.3 | -0.3% | 3% | 11% | 2% | -23%
CCCn1nc2cc(C(=O)NCCCCc3ccccc3)ccc2c1OCC | ? | -11% | ? | -0.3 | 0.2% | 15% | -6% | -27% | -4%
O=C(Cc1csc(Nc2nc(=S)[nH]c3ccccc23)n1)NCCCN1CCN(c2ccccc2F)CC1 | ? | ? | · | -1.0 | ? | 9% | -8% | ? | -58%
CC(OC(=O)c1ccc(-n2cnnn2)cc1)C(=O)Nc1ccccc1F (centres undefined) | -3% | -3% | i | 0.0 | -0.2% | -4% | 9% | 0% | 6%
O=C1CCN(Cc2ccccc2)C(=O)N1 | 11% | 6% | i | -0.7 | 2.1% | 2% | -1% | 4% | 5%
Cc1ccccc1NS(=O)(=O)c1ccc(C(=O)N(C)CC(=O)Nc2ccccc2Br)cc1 | -13% | -12% | i | 0.6 | 0.0% | 14% | -2% | -5% | -12%
N#Cc1cccc(NC(=O)c2nc(-c3ccccc3)n(-c3ccccc3)n2)c1 | -2% | 7% | ? | -1.0 | -0.8% | 3% | -13% | -22% | -36%
CCOC(=O)C(C(=O)c1ccccc1)C(c1ccccc1)c1nccc2ccccc12 (centres undefined) | 28% | · | · | -1.6 | -0.6% | 3% | · | · | 13%
CCOc1ccc(OCC(=O)OCC(=O)Nc2ccc3[nH]c(=O)[nH]c3c2)cc1 | 0% | 1% | i | -4.4 | 0.4% | 5% | -8% | 3% | -7%
Cc1cccc(-n2nc(C)c(C(=O)Nc3cc(C)ccc3C)c2-n2cccc2)c1 | -15% | · | · | · | 0.0% | · | -1% | -14% | -54%
CN(C(=O)Cn1nc(Cl)ccc1=O)C1CCCN(Cc2ccccc2F)C1 (centres undefined) | 3% | 1% | i | -2.5 | -0.4% | -1% | 1% | 9% | 2%
Nc1c(C(=O)Nc2ccc(OC(F)(F)F)cc2)sc2nc(-c3ccncc3)ccc12 | ? | · | · | · | 6.3% | · | -4% | 6.5µM* | -51%
O=C(Nc1c(-c2ccc(F)cc2)nc2ccccn12)c1ccc(F)cc1 | 8% | -16% | i | 2.9 | 0.0% | -2% | -14% | -23% | 0%
Cc1cc(C(=O)Nc2ccccc2C(=O)O)ccc1NC(=O)COc1ccccc1Cl | 15% | 1% | i | 0.7 | 2.1% | -1% | 1% | 1% | 3%
COc1ccc(OC)c(NC(=O)CCN2CCN(C)CC2)c1 | -2% | · | i | -2.2 | -0.5% | 2% | -3% | -5% | -1%

Molecules from the list above that have a COOH group (four):
SMILES | TGFb inhibitor | ATXN2 expr inh | S2 tox | IL-2 act | Nrf2 ARE act | EPAC2 ag | A549 viability | Nrf2 block | HepG2 tox
Cc1noc(C)c1N=Nc1ccc(Br)cc1C(=O)O | -5% | 21% | i | -0.3 | -0.8% | 8% | 10% | 0% | 1%
O=C(O)C1=C[C@@H](c2ccccc2)C[C@@H](OCCCCO)O1 | 3% | 4% | i | 0.4 | -0.9% | 7% | -4% | -5% | 7%
CC1CCN(S(=O)(=O)c2ccc(C(=O)N3CCCCC3C(=O)O)cc2)CC1 (centres undefined) | 0% | 3% | i | -5.3 | -0.3% | 3% | 11% | 2% | -23%
Cc1cc(C(=O)Nc2ccccc2C(=O)O)ccc1NC(=O)COc1ccccc1Cl | 15% | 1% | i | 0.7 | 2.1% | -1% | 1% | 1% | 3%

Source: PubChem
